Lipid storage S3: qHTS Assay for Lipid Storage Modulators in Drosophila S3 Cells; Drosophila S3 cells, BODIPY lipid droplet fluorescence, 18-24 h; cells fed with added oleic acid; lipid storage change, negative = inhibition, % at the top dose, mostly 46.1 µM; hits show Potency in µM; actives 0.64% (n = 320,000); active = well fitted inhibition curve with a large enough effect in the signal ratio, with a control signal flat, not every such curve was filed as active; inconclusive = small, poorly fitted or top-dose-only effect, or effect the other way, or a change in a side signal; the % refers to the signal ratio
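Laser-scanning cytometry quantifies lipid droplet accumulation (500–530 nm total intensity; droplet/cell object ratio) in oleic acid-fed (400 uM added) Drosophila S3 cells treated with a concentration series. 20 uM Triacsin C defined 100% inhibition.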
Lipid storage S3 cell count max: second read-out of Lipid storage S3, no call of its own (marks repeat the call); cell number change, %; measured here: cell count max response;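 cells counted by Cell Tracker Red CMTPX staining in the red channel; peak over a dose series mostly up to 46.1 µM; percent activity relative to internal control wells on each plate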
* marks the source's active call; other numbers are inactive results; i = inactive; ? = inconclusive; · = no result given; [ ] = another dose, or the depositor's remark. % is scaled to controls: 0 for no effect and ±100 for the full control effect; potency is read from the fitted curve at half-maximal effect. The list is partial; the hit share may differ from the screen's.

structure,Lipid storage S3,Lipid storage S3 cell count max
O=C(NCCS(=O)(=O)N1CCN(c2ccccc2)CC1)c1ccc(Br)o1,10%[0.0737 µM],·
CCOC(=O)c1c(NC(=O)CC)sc2c1CCN(Cc1ccccc1)C2,?,·
Cc1cc(C)cc(C(=O)Nc2ccc3[nH]c(=O)[nH]c3c2)c1,?,·
COC(=O)c1c(NC(=O)CN2CCC3(O)CCCCC3C2c2ccc(OC)cc2OC)sc(C)c1C (stereo not given),-14%,-7
COC(=O)c1cc(NS(=O)(=O)c2ccc3c(c2)CCC(=O)N3)cc(C(=O)OC)c1,i,·
O=C(c1cc(C2CC2)nn1-c1ccccc1)N1CCN(Cc2c(F)cccc2Cl)CC1,15%,-27
Cc1cccnc1Sc1c([N+](=O)[O-])ncn1C,?,·
Cc1c(C)c2cc(Cl)c(OCC(=O)N3CCN(c4ccc(F)cc4)CC3)cc2oc1=O,?,·
CCN1CCN(c2c(Cl)cccc2NC(=O)c2ccc([N+](=O)[O-])cc2)CC1,?,·
CC(=O)c1ccc(N(C(=O)c2ccco2)C(C(=O)NC2CCCC2)c2ccc(N3CCOCC3)cc2)cc1 (stereo not given),-5%,14
Cn1c(=O)[nH]c(=O)c2c1nc(CN1CCN(c3cccc(Cl)c3)CC1)n2CCN1CCOCC1,-3%,16
O=C(Cc1ccccc1)Nc1nnc(-c2ccccc2)o1,?,·
CCOc1ncccc1C(=O)N(C)CC(=O)Nc1ccccc1SC,15%,12
Cc1cc(C)c(O)c(-c2cc(C(=O)NCCc3ccc(S(N)(=O)=O)cc3)[nH]n2)c1,?,·
COC(=O)c1sccc1NC(=S)Nc1cccc(F)c1,?,·

Later entries
structure,Lipid storage S3,Lipid storage S3 cell count max
COc1cc(/C=N/NC(=O)CC2(C)OCCCO2)ccc1OCc1ccccc1,?,·
COc1cc(OC)c(OC)cc1CN1CCN(C(=O)CC(C)C)CC1,-14%,-7
COc1ccccc1NC(=O)c1nn(C)cc1Br,?,·
CSc1ccc(C#N)cc1NC(=O)c1ccc(Cl)cc1,?,·
O=C(Nc1nc(-c2cccs2)c(-c2cccs2)s1)C1CCCC1,1%,4
CC(C)NC(=O)c1ccccc1N(Cc1ccccc1)S(C)(=O)=O,?,·
Cc1ccc(N=Nc2c(C)[nH]n(C(N)=S)c2=O)cc1,7%,13
COc1ccc(C2OC(=O)CC2C(=O)NC2CCCCCC2)cc1OC (stereo not given),7%,14
CCN(CC)C1CCN(C(=O)c2ccc(OC3CCN(Cc4ccccn4)CC3)cc2)C1 (stereo not given),?,·
COC(=O)CN1C2=NCCCN2c2ccccc21,?,·
COc1ccc(N2CCN(S(=O)(=O)c3cnc[nH]3)CC2)cc1,-1%,8
Cc1cc(C)cc(NC(=O)CSc2nc3[nH]ncc3c(=O)[nH]2)c1,?,·
Nc1ccnn1Cc1ccncc1,1%,0
Cc1cc(S(=O)(=O)N2c3ccc(F)cc3CCC2C)ccc1-n1cnnn1 (stereo not given),?,·
CC(Sc1nnc(N)s1)C(=O)Nc1ccc(N2CCOCC2)cc1 (stereo not given),i,·

Next part:
structure,Lipid storage S3,Lipid storage S3 cell count max
C=CCn1c(SCC(=O)NC23CC4CC(CC(C4)C2)C3)nc(O)cc1=O,5%,-6
O=C(C[N+]1(CC#Cc2ccccc2)CCCCC1)c1ccc(Cl)cc1,?,·
CCN(CC)S(=O)(=O)c1ccc2c(c1)N(CC(=O)N1CCC(C(N)=O)CC1)C(=O)CO2,20%,-4
O=C(CCn1cnnn1)Nc1cccc(F)c1,?,·
COc1ccccc1-c1coc2cc(OCC(=O)OCc3ccccc3)ccc2c1=O,-2%,1
O=C(Nc1ccccc1)Nc1cccc2cccnc12,?,·
CCN(CC)C(=O)CCNS(=O)(=O)c1ccc(C)cc1,-8%,-14
CC1=NN(C(C)C)C(=O)C1,?,·
COc1ccc([C@]23Cc4ccccc4C(O2)c2c(cc(C)n(Cc4ccccc4)c2=O)O3)cc1,-8%[9.22 µM],28
O=C(COC(=O)/C=C/c1ccco1)Nc1ncc(C(F)(F)F)cc1Cl,-2%,-16
CC(C)Cc1nc(N2CCN(C(=O)Cc3ccccc3)CC2)c(C#N)c2c1COC(C)(C)C2,?,·
COc1cccc(NC(=O)COC(=O)c2ccccc2F)c1,-2%,8
NCCNc1ccc([N+](=O)[O-])cc1,1%,12
Cc1nonc1OCCNC(=O)C12CC3CC(CC(C3)C1)C2,?,·
O=C1C2CCCCC2C(=O)N1c1ccc(NC2CCCCC2)c([N+](=O)[O-])c1 (stereo not given),?,·

In the list so far, four have a thiophene ring, fused or not.
structure,Lipid storage S3,Lipid storage S3 cell count max
CCOC(=O)c1c(NC(=O)CC)sc2c1CCN(Cc1ccccc1)C2,?,·
COC(=O)c1c(NC(=O)CN2CCC3(O)CCCCC3C2c2ccc(OC)cc2OC)sc(C)c1C (stereo not given),-14%,-7
COC(=O)c1sccc1NC(=S)Nc1cccc(F)c1,?,·
O=C(Nc1nc(-c2cccs2)c(-c2cccs2)s1)C1CCCC1,1%,4

Other compounds
structure,Lipid storage S3,Lipid storage S3 cell count max
CC(=O)Nc1cccc(NC(=O)CSc2nnnn2C)c1,?,·
Cc1ccc2cn[nH]c2c1NC(N)=S,-37%,-19
O=C(COC(=O)c1ccc(Cl)nc1)NC(=O)c1ccccc1,9%,6
COc1cccc2[nH]c3c(N4CCCCC4)ncnc3c12,?,·
Cc1csc(SCC(=O)Nc2nc(-c3ccccc3)cs2)n1,?,·
O=C(Cn1ccc2ccccc2c1=O)NCCC(=O)Nc1ccc2c(c1)OCCO2,?,·
Cc1nnc(NC(=O)C2c3ccccc3Oc3ccccc32)s1,-1%,-1
COCC(=O)N1CCC(Oc2ccc(C(=O)N(C)C(C)c3ccon3)cc2)CC1 (stereo not given),?,·
CCC1=NN(C(=O)Cc2ccc(OC)c(OC)c2)C(O)(C(F)(F)F)C1 (stereo not given),14%,8
Cc1cc2c(SCC(=O)N3CCN(c4ccccc4)CC3)ncnc2s1,?,·
CN(C)S(=O)(=O)c1cccc(NC(=S)NC2CCCCC2)c1,?,·
O=C(Cc1ccccc1)NC1CCN(S(=O)(=O)c2cccc(F)c2)CC1,-1%,2
COc1ccc(N(CC(=O)NCc2cccnc2)S(=O)(=O)c2ccc(C)c([N+](=O)[O-])c2)cc1,?,·
COc1ccc2nc(NC(=O)CCc3nc(-c4ccccc4F)no3)sc2c1,14%,-12
CCCCOc1ccc(C(=O)N/N=C/c2cn[nH]c2-c2ccc(OC)c(OC)c2)cc1,29%,13

Further entries.
structure,Lipid storage S3,Lipid storage S3 cell count max
Cc1cc(O)c(C=Nc2ccc(Cl)cn2)c(=O)o1,?,·
CN(CC(=O)Nc1ccccc1C(=O)NC1CC1)Cc1ccco1,2%,3
COc1cc(NS(=O)(=O)c2ccc(N/C=C\C(=O)c3ccc(OC)c(OC)c3)cc2)nc(OC)n1,?,·
CCOC(=O)c1c(C)[nH]c(C(=O)CSc2nnc(-c3ccncc3)n2CC)c1C,?,·
CCn1c(=O)c(=O)[nH]c2cc(C(=O)NC(C)c3ccc(S(N)(=O)=O)cc3)ccc21 (stereo not given),?,·
COC(=O)C1=C(NC(C)=O)CCS1,4%,-1
CN(C(=O)CCc1nnc(CCCCc2ccccc2)o1)C1CCOCC1,?,·
CCOc1ccc2[nH]c(C(=O)N/N=C/c3ccccc3OC)cc2c1,?,·
Cc1ccc(C(=O)CN(C(=O)c2ccc(Cl)c(Cl)c2)N2C(=O)C3CCCCC3C2=O)cc1C (stereo not given),?,·
Cc1ccc(NC(=O)CN2C(=O)NC(C)(c3ccc(Cl)cc3)C2=O)c(Br)c1 (stereo not given),30%,·
O=C1C([N+](=O)[O-])=C(O)c2cccc3cccc1c23,?,·
CCc1ccccc1N(CC(=O)N/N=C/c1ccc(OC(=O)OC)c(OC)c1)S(C)(=O)=O,?,·
CCN(CC)C(=O)CS(=O)(=O)CC(=O)Nc1cc(OCCOC)c(Cl)cc1Cl,4%,1
COc1cc(C(C)=O)ccc1Oc1ncnc2c1cnn2-c1ccc(F)cc1,7%,10
Cc1ccc(N2C(=O)N(CC(=O)Nc3ccc([N+](=O)[O-])cc3)C(=O)C2C)cc1 (stereo not given),3%,-12

The list continues:
structure,Lipid storage S3,Lipid storage S3 cell count max
O=C(NNc1nc(-c2ccccc2)c2cc(Br)ccc2n1)c1ccc(S(=O)(=O)N2CCCCC2)cc1,19%,·
CC(CN1CCCCC1)OC(=O)c1cc2ccccc2o1 (stereo not given),-4%,-14
CC(=O)N1CCN(c2ccc(NC(=O)c3ccccc3Br)cc2Cl)CC1,-12%,-11
Cc1nonc1NC(=O)CSc1nc(CCC2CCCC2)nc2ccccc12,24%,5
CC(C)CNC(=O)c1ccccc1NC(=O)c1ccc(CSc2ccccc2)cc1,-13%,0
O=C(O)C1CCCN1S(=O)(=O)c1ccc(Br)s1 (stereo not given) (tested in a mixture with another compound),?,·
O=C(CNC(=O)c1ccc(F)cc1)c1ccc(Cl)cc1,?,·
Cc1ccn(-c2cc(O)c(-n3ccc(C)n3)cc2O)n1,?,·
CC(C)(C)C(=O)Nc1ccccc1C(=O)NCc1ccco1,?,·
Cc1cccc(-n2c(O)cnc2Nc2nc(C)cc(C)n2)c1,14%,3
Cc1ccccc1N1C(S)=C(C#N)C(=O)NC1c1cccs1 (stereo not given),?,·
O=C(Nc1ccc2ccccc2c1)C(c1ccccc1)C1CCCC1 (stereo not given),?,·
O=CN1CCN(C(C(=O)NC2CCCCC2)c2cc3c(cc2[N+](=O)[O-])OCO3)CC1 (stereo not given),?,·
O=C(c1ccc(Br)o1)N1CCN(CCOc2ccccc2)CC1,-18%,-24
O=c1c2c(nc3n1CCS3)c1cc(F)ccc1n2Cc1cc(=O)n2cc(Cl)ccc2n1,?,·

Ordered by molar mass (rising): some entries from above
structure,Lipid storage S3,Lipid storage S3 cell count max
CC(C)(C)C(=O)Nc1ccccc1C(=O)NCc1ccco1,?,·
O=C(O)C1CCCN1S(=O)(=O)c1ccc(Br)s1 (stereo not given) (tested in a mixture with another compound),?,·
O=CN1CCN(C(C(=O)NC2CCCCC2)c2cc3c(cc2[N+](=O)[O-])OCO3)CC1 (stereo not given),?,·
O=C(NNc1nc(-c2ccccc2)c2cc(Br)ccc2n1)c1ccc(S(=O)(=O)N2CCCCC2)cc1,19%,·

More compounds
structure,Lipid storage S3,Lipid storage S3 cell count max
Cc1noc(NS(=O)(=O)c2ccc(NC(=O)NC(C)(C(F)(F)F)C(F)(F)F)cc2)c1C,-8%,1
O=C(CSc1nc2cc(Cl)ccc2s1)Nc1cccc(S(=O)(=O)N2CCOCC2)c1,-12%,5
Cc1ccc(-c2nn(CC(N)=O)c(=O)c3ccccc23)cc1S(=O)(=O)N(C)C,?,·
Cc1ccccc1OCC(=O)NC(=S)Nc1ccc(S(=O)(=O)NC2CCCCC2)cc1,-15%,2
CCn1c(CSc2nc(C)cc(C)n2)nnc1SCC(=O)Nc1nc(-c2ccccc2)cs1,?,·
Cc1ccc(Cn2nnc3c(=O)[nH]c(C4CCN(S(=O)(=O)/C=C/c5ccccc5)CC4)nc32)cc1,?,·
COc1ccc(NC(=S)N(CCCN2CCC(C)CC2)Cc2cccs2)cc1Cl,3%,0
CCOc1ccc(NC(=O)CCCc2cc(-c3ccc(OCC)cc3)on2)cc1,?,·
O=C(NCc1cccnc1)C1CC(c2ccccc2Cl)=NO1 (stereo not given),?,·
CCCn1c(N)c(Sc2ccc(Cl)cc2)c(=O)n(CCC)c1=O,i,4
Cc1ccc(S(=O)(=O)CCC(=O)OCC(=O)NC(C)c2ccccc2)cc1 (stereo not given),?,·
COc1ccc(C2C(C(=O)c3ccc(C)o3)=C(O)C(=O)N2Cc2cccnc2)cc1OC (stereo not given),0.13µM*,1.8*
COc1ccc(NS(=O)(=O)c2cccc(C(=O)NCC3CCCO3)c2)cc1 (stereo not given),?,·
O=C1c2ccccc2NC(c2cccs2)N1O (stereo not given),?,·
COc1ccccc1CC(=O)N1CCC(n2nccc2NC(=O)C2CCOC2)CC1 (stereo not given),?,·

Further records
structure,Lipid storage S3,Lipid storage S3 cell count max
COc1ccc(NC(=O)CN(C2CCCCC2)S(C)(=O)=O)cc1OC,i,·
COCCOC(=O)c1c(C)n(C)c2ccc(OC(=O)C3CC3)cc12,18%,-22
O=C(CNC(=O)Cc1ccccc1)NCC(=O)OCC(=O)c1cccc2ccccc12,?,·
CCC(C(=O)Nc1ccc(C(=O)O)cc1NC(=O)C(CC)c1ccccc1)c1ccccc1 (stereo not given),?,·
O=C1C(Cl)=C(NCCCO)C(=O)c2ccccc21,?,·
CCOC(=O)c1ccc(-c2ccc(C(=O)Nc3cccnc3)o2)cc1,13%,-3

Screens as filed in PubChem BioAssay.
